# Source: PubChem BioAssay
# MrgX1 antag – blocks BAM8-22 activation of human MrgX1 receptor. Q96LB2. MRGX1-HEK293 calcium flux, Fluo-4, BAM8-22 antagonism; stronger effect = lower value. B-score at 10 µM. 1.3% of 310,000 active. AID 588676;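 active = calcium-response B-score plate-corrected more than 3 library SD below zero, starting fluorescence within 5 deviations, no agonist response on first addition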;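 note: peak minus trough fluorescence over baseline after final BAM8-22 challenge near maximal dose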
# SKKanGAS inh – blocks kanamycin growth of S. pyogenes SKKanGAS strain; BacTiter-Glo, 6 h; inhibition, % at 7.5 µM; 1.3% of 300,000 active; AID 1662;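 active = mean replicate score, as percent of positive control median, at least 50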;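 note: strain carries kanamycin resistance gene driven by streptokinase promoter and grows in 40 µg/ml kanamycin; loss of luminescence reflects streptokinase promoter inhibition or plain growth inhibition; 0% = median of DMSO wells and 100% = positive control at its reference dose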
# TRPC4 block – inhibitors of mouse TRPC4 channel. Q9QUQ5. HEK293 TRPC4beta/mu-opioid, DAMGO-evoked Fluo4 calcium flux; stronger effect = lower value. B-score at 10 µM. 0.39% of 300,000 active. AID 2247;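 active = B-score over 3 SD under the library average, no early fluorescence shift, positive overall ratio signal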
#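 test system = HEK293 cells with stable TRPC4beta plus mu-opioid receptor expression | detection = Fluo4 Ca2+ flux fluorescence | read-out = integrated fluorescence ratio relative to baseline, converted to per-well B score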
# TRPC4 agonist – TRPC4 (mouse) channel activation; Q9QUQ5; HEK293 TRPC4beta/mu-opioid, Fluo4 calcium fluorescence; stronger effect = higher value; B-score at 10 µM; 0.49% of 310,000 active; AID 2237;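 active = B-score above 5 SD of library B-scores, and initial fluorescence ratio not above library mean plus 5 SD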;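 note: positive B-score marks a calcium rise read as TRPC4 activation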
#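 System – HEK293 cells stably co-expressing mouse TRPC4beta and mu-opioid receptor · Signal – Fluo4 calcium-sensitive dye fluorescence, kinetic, 1 Hz baseline · Benchmarks – buffer (low) and maximal DAMGO (high) · Read-out – B score of integrated fluorescence ratio per well · Incubation – dye loading 45 min room temperature, 110 s kinetic read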
# TRPC6 activator – activates the mouse TRPC6 cation channel | Q61143 | HEK293-TRPC6 membrane potential dye fluorescence; stronger effect = higher value | B-score at 10 µM | 0.13% of 310,000 active | AID 2550;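 active = B-score of the integrated fluorescence ratio above library mean plus 3 SD, and starting fluorescence ratio within library mean plus 5 SD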;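 note: higher score means more depolarization so channel activation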
# ANO1 activ – activates or potentiates the mouse TMEM16A chloride channel | Q8BHY3 | HEK293 TMEM16A/YFP-H148Q/I152L, iodide quench fluorescence; stronger effect = lower value | B-score at 10 µM | 0.3% of 340,000 active;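 active = fluorescence-ratio B-score plate-corrected deviation score at least 3 library SD below zero, with starting fluorescence score within 5 deviations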;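 note: channel opened by trigger with iodide after compound preincubation; score built on the fluorescence ratio of max minus min over baseline; more negative score means more quench and so TMEM16A activation or potentiation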
# Target sequence (Q8BHY3 whole entry, looked up): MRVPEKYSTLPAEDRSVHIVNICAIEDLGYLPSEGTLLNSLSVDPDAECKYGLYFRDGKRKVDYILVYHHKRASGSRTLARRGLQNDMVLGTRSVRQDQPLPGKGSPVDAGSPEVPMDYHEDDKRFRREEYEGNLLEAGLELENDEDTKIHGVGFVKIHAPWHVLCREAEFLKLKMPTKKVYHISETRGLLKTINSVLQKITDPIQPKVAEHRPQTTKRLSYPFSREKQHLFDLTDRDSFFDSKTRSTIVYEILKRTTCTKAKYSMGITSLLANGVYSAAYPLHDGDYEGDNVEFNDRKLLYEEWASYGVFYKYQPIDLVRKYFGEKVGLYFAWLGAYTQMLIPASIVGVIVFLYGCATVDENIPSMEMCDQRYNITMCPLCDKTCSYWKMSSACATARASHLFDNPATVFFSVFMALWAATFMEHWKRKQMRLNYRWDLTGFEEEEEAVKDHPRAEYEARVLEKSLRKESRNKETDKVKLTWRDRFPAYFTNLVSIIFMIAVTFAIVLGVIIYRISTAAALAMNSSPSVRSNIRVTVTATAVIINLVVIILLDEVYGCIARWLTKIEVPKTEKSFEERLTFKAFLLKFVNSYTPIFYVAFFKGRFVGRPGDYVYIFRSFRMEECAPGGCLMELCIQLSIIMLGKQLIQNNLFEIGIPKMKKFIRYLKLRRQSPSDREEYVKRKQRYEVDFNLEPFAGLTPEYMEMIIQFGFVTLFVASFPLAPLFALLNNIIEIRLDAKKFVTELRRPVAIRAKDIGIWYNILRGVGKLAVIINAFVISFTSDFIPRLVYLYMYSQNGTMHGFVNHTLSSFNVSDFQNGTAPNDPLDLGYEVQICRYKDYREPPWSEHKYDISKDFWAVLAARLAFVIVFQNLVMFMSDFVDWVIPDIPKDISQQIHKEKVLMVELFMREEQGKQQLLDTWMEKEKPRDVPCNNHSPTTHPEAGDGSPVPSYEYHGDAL
# TMEM16A inh – inhibitors of mouse TMEM16A calcium-activated chloride channel | normalized B-score (activity score, 25-100; higher = stronger inhibition) at 10 µM | HEK293 TMEM16A/YFP iodide influx fluorescence, ionomycin | 1.2% of 310,000 active;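 active = ratio plate-corrected score three or more library SD toward inhibition, starting fluorescence score within five deviations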;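 note: score derived from kinetic fluorescence span divided by baseline fluorescence per well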
# MrgX1 PAM – human MrgX1 positive allosteric modulation, primary screen | MrgX1-HEK293, Fluo-4 calcium flux, FDSS; stronger effect = higher value | B-score at 10 µM | 0.63% of 310,000 active | AID 588675;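 active = plate-corrected calcium response at least 3 library SD above typical, normal starting fluorescence, not activating the receptor alone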;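 note: compound read alongside a low EC10 to EC30 dose of BAM8-22 agonist; peak minus trough fluorescence over baseline measured at the second addition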
# TRPC6 inhibitor – blocks the mouse TRPC6 cation channel; Q61143; B-score at 10 µM; HEK293-TRPC6, membrane potential dye, ACh-evoked depolarization; stronger effect = lower value; 1.1% of 310,000 active; AID 2553;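 active = B-score under library mean minus 3 SD, initial fluorescence not abnormally high, positive integrated signal ratio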;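 note: B-score derived from integrated fluorescence ratio over the kinetic read; more negative B-score means stronger inhibition of depolarization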
# MrgX1 ag – human MrgX1 receptor agonism, primary screen; MrgX1-HEK293 cells, Fluo-4 calcium fluorescence, agonist mode; stronger effect = higher value; B-score at 10 µM; Q96LB2; 0.44% of 310,000 active;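 active = calcium response B-score plate-corrected fluorescence ratio at least 3 library SD, with starting fluorescence B-score inside 5 SD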
#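 Material: MrgX1-expressing HEK293 cells / Dosing: compound as first of three additions / Incubation: overnight seeding, then 1 h dark dye loading / Signal: Fluo-4 NW calcium fluorescence / Evaluation: B-scored fluorescence response ratio / Benchmarks: positive and negative control wells on each plate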
# TRPC4 potent – allosterically enhances the mouse TRPC4 cation channel; Q9QUQ5; 0.42% of 310,000 active; B-score at 10 µM; HEK293 TRPC4beta/mu-opioid, DAMGO EC20, Fluo-4 Ca2+ flux; stronger effect = higher value;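 active = B-score of calcium response area above 5 SD of library B-scores, with initial fluorescence ratio within 5 SD of library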;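 note: B-score of integrated fluorescence ratio over time as area under calcium response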
# * marks the source's active call; other numbers are inactive results; i = inactive; x = no result given.
SMILES,MrgX1 antag,SKKanGAS inh,TRPC4 block,TRPC4 agonist,TRPC6 activator,ANO1 activ,TMEM16A inh,MrgX1 PAM,TRPC6 inhibitor,MrgX1 ag,TRPC4 potent
Cc1ccc(CSc2ncnc3c2cnn3Cc2ccccc2)cc1C,i,26,i,i,i,i,i,i,i,i,i
COc1cc(NC(=O)C2CSC3(C)CCC(=O)N23)c(OC)cc1Cl (centres undefined),-7.8*,0,i,i,i,i,i,i,i,i,i
COc1ccc(CN(CC(=O)NC2CCCC2)C(=O)c2onc(C(N)=O)c2N)cc1,i,5,i,i,i,x,i,i,i,i,i
COc1cc2c(cc1OC)CN(C(=O)C1CCCN1S(=O)(=O)c1ccc(C)cc1)CC2 (centres undefined),i,-4,i,i,i,i,i,i,i,i,i
Cc1ccc(-c2ccc(/C=N/N=C3/NC(=O)C(CC(=O)O)S3)o2)c([N+](=O)[O-])c1 (centres undefined),i,7,i,i,i,i,i,i,i,i,i
CN(C)S(=O)(=O)N1CCC(Oc2cccc(C(=O)NC3CCCCCC3)c2)CC1,i,-7,i,i,i,i,i,i,i,i,i
O=C(COC(=O)c1cccc(Br)c1)NCCC1=CCCCC1,i,-1,i,i,i,i,i,i,i,i,i
COc1ccc(-n2c(C)cc(C(=O)CSc3ccc(NC(C)=O)cc3)c2C)cc1,i,3,i,i,i,i,i,i,i,i,i
C=CCn1c(COc2ccc(Cl)cc2)nnc1SCC(=O)N1CC(=O)Nc2ccccc21,i,-7,i,i,i,i,i,i,i,i,i
CCN(CC)S(=O)(=O)c1ccc(NC(=O)Cn2cnc3ccccc3c2=O)cc1,i,-8,i,i,i,i,i,i,i,i,i
O=[N+]([O-])c1cccc(NC2=NCCC2)c1,i,4,i,i,i,i,i,i,i,i,i
COc1ccc(NS(=O)(=O)c2cc(OCC(N)=O)c(C)cc2Cl)cc1,i,-2,i,i,i,i,i,i,i,i,i
Cc1cc2c(cc1C)N(Cc1ccccc1)C1=NCCCN12,i,-2,i,i,i,i,i,i,i,i,i
CCCN(C(=O)C(C)Oc1cccc(Cl)c1)c1c(N)n(Cc2ccccc2)c(=O)[nH]c1=O (centres undefined),i,32,i,i,i,i,i,i,i,i,i
Cc1ccc(OC(=O)c2cccc(C(=O)Oc3ccc(C)cc3)n2)cc1,i,-9,i,i,i,i,i,i,i,i,i

# Compound profiles, as listed above. Order of values: MrgX1 antag, SKKanGAS inh, TRPC4 block, TRPC4 agonist, TRPC6 activator, ANO1 activ, TMEM16A inh, MrgX1 PAM, TRPC6 inhibitor, MrgX1 ag, TRPC4 potent
# Record of `COc1cc2c(cc1OC)CN(C(=O)C1CCCN1S(=O)(=O)c1ccc(C)cc1)CC2` (centres undefined) → i, -4, i, i, i, i, i, i, i, i, i
# Record of `Cc1ccc(-c2ccc(/C=N/N=C3/NC(=O)C(CC(=O)O)S3)o2)c([N+](=O)[O-])c1` (centres undefined) → i, 7, i, i, i, i, i, i, i, i, i
# Record of `CN(C)S(=O)(=O)N1CCC(Oc2cccc(C(=O)NC3CCCCCC3)c2)CC1` → i, -7, i, i, i, i, i, i, i, i, i

# The list goes on:
SMILES,MrgX1 antag,SKKanGAS inh,TRPC4 block,TRPC4 agonist,TRPC6 activator,ANO1 activ,TMEM16A inh,MrgX1 PAM,TRPC6 inhibitor,MrgX1 ag,TRPC4 potent
Cn1cnnc1Sc1ccc(C(=O)OCC(=O)Nc2cc(Cl)cc(Cl)c2)cc1[N+](=O)[O-],i,-8,i,i,i,i,i,i,i,i,i
COc1ccc(SC[C@H](CC(C)C)N2CCN(C)CCC2=O)cc1,i,-3,i,i,i,i,i,i,i,i,i
O=C(CCCCCn1nnc2ccccc2c1=O)N[C@H](C(=O)O)c1ccccc1,i,-16,i,i,i,i,i,i,i,i,i
COc1cc(/C=C/C(=O)OCC(=O)Nc2ccc(C)cc2[N+](=O)[O-])ccc1O,i,1,i,i,i,i,i,i,i,i,i
O=C(c1cnn2c(C(F)F)cc(-c3ccccc3)nc12)N1CCOCC1,i,4,i,i,i,i,i,i,i,i,i
CCN(C(=O)Cn1c(=O)oc2cc(S(=O)(=O)N3CCOCC3)ccc21)c1ccccc1,i,-8,i,i,i,i,i,i,i,i,i
O=C(COc1nncc2ccccc12)NCC(F)(F)F,i,0,i,i,i,i,i,i,i,i,i
O=C1CC(N2CCN(c3ccc(Cl)cc3)CC2)C(=O)N1c1ccc(F)cc1 (centres undefined),i,3,i,i,i,i,i,i,i,i,i
COc1ccc(OC)c(C2Nc3nc4ccccc4n3C(C)=C2C(=O)Nc2ccc(C)cc2C)c1 (centres undefined),i,10,i,i,i,i,i,i,i,i,i
COc1cc(NC(=O)c2ccc(C)c([N+](=O)[O-])c2)ccc1NC(=O)c1ccco1,i,-1,i,i,i,x,i,i,i,i,i
CC(/C=N/n1c(-c2ccc(C)cc2)n[nH]c1=S)=C\c1ccco1,i,18,i,i,i,i,i,i,i,i,i
CCN1C(=O)C2(C(C#N)=C(N)Oc3cc(C)oc(=O)c32)c2ccccc21 (centres undefined),i,0,i,i,i,i,i,i,i,i,i
CN(C(=O)COC(=O)c1ccc(C#N)cc1)c1ccccc1,i,-4,i,i,i,i,i,i,i,i,i
Cc1cccn2c(=O)c3cc(C(=O)NCc4ccco4)c(=N)n(C4CCCC4)c3nc12,i,0,i,i,i,i,i,i,i,i,i
CC(C)(NO)/C(=N\O)c1ccccc1,i,2,i,i,i,i,i,i,i,i,i
Cc1cc(NC(=O)CCSc2nc(-c3ccco3)cc(C(F)(F)F)n2)n(-c2ccccc2)n1,i,8,i,i,i,i,i,i,i,i,i
CCOC(=O)c1sc(NC(=O)CCc2ccccc2)nc1C,i,2,i,i,i,i,i,i,i,i,i
O=C(O)c1cc(Cl)c(Cl)cc1C(=O)Nc1cccc2ncccc12,i,-4,i,i,i,i,i,i,i,i,i
CCc1ccc(C(=O)NC(=S)NCc2cccnc2)cc1,i,-8,i,i,i,i,i,i,i,i,i
NC(=O)CN1C(=O)C(=O)N(Cc2ccc(F)cc2)C1=O,i,2,i,i,i,i,i,i,i,i,i
FC(F)(F)c1nc(Oc2ccccc2)c2ccccc2n1,i,36,i,i,i,i,i,i,i,i,i
COc1ccc(-c2cnc3c(c2)CCC3(C#N)C#N)cc1,i,-2,i,i,i,i,i,i,i,i,i
CCOCCOC(=O)c1[nH]c2c(c1C)C(=O)CC(c1ccc(OC)c(OC)c1)C2 (centres undefined),i,-11,i,i,i,i,i,i,i,i,i
CCN1CCN(C(=O)NCc2ccccc2)CC1,i,-3,i,i,i,i,i,i,i,i,i
O=c1oc2c(CN3CCOCC3)c(O)ccc2c2c1CCC2,i,x,x,x,x,i,i,i,x,i,x
Cc1ccc(Nc2c(N)c(=O)oc3ccccc23)cc1,i,0,i,i,i,i,i,i,i,i,31*
Cc1nc(CS(=O)c2ccc(Cl)cc2)cc(NCc2ccc(Cl)cc2Cl)n1 (centres undefined),i,-9,i,i,i,i,i,i,i,i,i
O=C(Nc1ccc(Br)cc1)c1cccc(NC(=O)C2C3CC4OC(=O)C2C4C3)c1 (centres undefined),i,0,i,i,i,i,i,i,i,i,i
CCOC(=O)C1CCN(CCC(=O)Nc2ccccc2Cl)CC1,i,0,i,i,i,i,i,i,i,i,i
C=CCNC(=O)c1cc2c(=O)c3ccccc3oc2nc1C,i,10,i,i,i,i,i,i,i,i,i
C=CCn1c(SC)nnc1-c1cccc([N+](=O)[O-])c1,i,9,i,i,i,i,i,i,i,i,i
CC(C)=C1C2CCC1C(C(=O)Nc1cc(C)cc(C)c1)C2C(=O)O (centres undefined),i,4,i,i,i,i,i,i,i,i,i
NS(=O)(=O)c1ccc(CNC(=O)/C=C/c2ccc(Cl)c(Cl)c2)cc1,i,-17,i,i,i,i,i,i,i,i,i
C=CCNC(=S)N1CCC(C(=O)c2ccc(F)cc2)CC1,i,-2,i,i,i,i,i,i,i,i,i
CC(=O)Nc1ccc(OC(=O)Oc2ccc(NC(C)=O)cc2)cc1,i,1,i,i,i,i,i,i,i,i,i
Cc1ccc(S(=O)(=O)N2CCCCC2)cc1C(=O)Nc1cccnc1,i,-6,i,i,i,i,i,i,i,i,i
CCN1c2ccccc2-c2nc3ccccc3n2C1c1ccccn1 (centres undefined),i,-3,i,i,i,i,i,i,i,i,i
Cc1ccc(N2CC(C(=O)Nc3ccccn3)CC2=O)cc1 (centres undefined),i,0,i,i,i,i,i,i,i,i,i
CN(Cc1cccc(Cl)c1)C(=O)C1CSC2(C)CCC(=O)N12 (centres undefined),i,25,i,i,i,i,i,i,i,i,i
CC(Sc1nnc2c(n1)[nH]c1ccccc12)C(=O)N(C)C1CCCCC1 (centres undefined),-7.2*,7,i,i,i,i,100*,i,i,i,i
Cc1cccc(N2C(=O)CC(N3CCN(c4ccc(Cl)cc4)CC3)C2=O)c1 (centres undefined),i,5,i,i,i,i,i,i,i,i,i
CCc1ccc(C2c3[nH]c4ccccc4c3CCN2C(=O)c2cc[n+]([O-])cc2)cc1 (centres undefined),i,-7,i,i,i,i,i,i,i,i,i
CCOc1ccc2nc(SCC(=O)NNC(=O)c3ccco3)c(C)cc2c1,i,-3,i,i,i,i,i,i,i,i,i
COC(=O)c1ccc(COC(=O)c2cccn2C)o1,i,-2,i,i,i,i,i,i,i,i,i
CCN(c1ccc(C)cc1C)S(=O)(=O)c1nnc(NC(=O)C(C)C)s1,i,15,i,i,i,i,i,i,i,i,i
CCCSc1nnc(CNC(=O)C23CC4CC(CC(C4)C2)C3)n1Cc1ccccc1,i,-2,i,i,i,i,i,i,i,i,i
CCOc1cccc(CN2CCCC(C(=O)Nc3cccc(-n4cccn4)c3)C2)c1 (centres undefined),i,-6,i,i,i,i,i,i,i,i,i
CC(C)CC(=O)NC(=S)NNC(=O)c1cccc([N+](=O)[O-])c1,i,15,i,i,i,i,i,i,i,71*,i
CC1(c2ccc(OC(F)F)cc2)NC(=O)N(CC(=O)Nc2cccc(S(N)(=O)=O)c2)C1=O (centres undefined),i,-5,i,i,i,i,i,i,i,i,i
Cc1ccccc1NS(=O)(=O)c1ccc(C(=O)N2CCC2)cc1,i,2,i,i,i,i,i,i,i,i,i
